# From PubChem
# CCHF vOTU inh: blocks the CCHF virus ovarian tumor domain protease. inhibition, % at 11.5 µM. AID 651958. CCHFV vOTU protease, Pep-AMC fluorescence. hit rate 0.55% among 370,000; in the data active = inhibition above about 30%; also: 0% = vehicle wells with enzyme and 100% = no enzyme wells
# SSB-PriA inh: K. pneumoniae PriA-SSBct interaction inhibition; AlphaScreen SSBct-PriA binding, biotinylated peptide; inhibition, % at 33 µM; hit rate 0.6% among 430,000; in the data active = inhibition mostly above about 37%, no sharp cut-off; inactive = mostly below about 20%;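 also: plate controls were negative control peptide for no effect and reference peptide for full effect; strong numbers were not always called active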
# BH1578 lux ind: induces V. cholerae light production without autoinducers; hit rate 0.16% among 350,000; AID 588436; V. cholerae BH1578 lux reporter, luminescence, 6 h; activation, % at 18.7 µM; in the data active = activation mostly above about 9.7%, no sharp cut-off; inconclusive = no clear call, values can overlap the other calls; inactive = mostly below about 3.7%; also: not every result past the cut was called active; inactives centre near 0; reference of the scale not given here
# PrPC surface inh: reduces human prion protein on the cell surface. P04156. cell surface PrPC, TR-FRET read-out. inhibition, % at 13.8 µM. hit rate 0.43% among 370,000; in the data active = inhibition above about 24%; also: 0% = median of the test wells and 100% = reference compound wells
# Y pestis TopoI: inhibitors of Yersinia pestis topoisomerase I | hit rate 0.064% among 360,000 | activity, % at 10 µM | Y. pestis Topo-I cleavage product accumulation, plate reader | AID 504884; in the data active = activity above about 50%, passing the limit was not always enough; inconclusive = no clear call, values can overlap the other calls; also: inactives centre near 2
# VHR inh abs: DUSP3 (human) phosphatase inhibition | recombinant VHR phosphatase, pNPP absorbance | hit rate 0.52% among 290,000 | inhibition, % at 13.3 µM | AID 1654; in the data active = inhibition above about 50%; also: some compounds called inactive have numbers as strong as hits
# Target sequence (P51452 whole entry, looked up): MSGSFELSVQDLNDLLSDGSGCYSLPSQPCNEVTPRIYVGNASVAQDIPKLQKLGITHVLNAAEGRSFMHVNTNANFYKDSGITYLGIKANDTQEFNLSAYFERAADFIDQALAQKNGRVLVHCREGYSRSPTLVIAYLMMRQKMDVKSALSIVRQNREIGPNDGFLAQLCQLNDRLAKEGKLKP
# MazEF act: MazEF (E. coli) toxin RNase activation; P0AE70; hit rate 0.32% among 350,000; FAM/BHQ RNA-DNA oligo cleavage fluorescence, 5 h; activation, % at 20 µM; in the data active = activation above about 50%
# Target sequence (P0AE70 whole entry, looked up): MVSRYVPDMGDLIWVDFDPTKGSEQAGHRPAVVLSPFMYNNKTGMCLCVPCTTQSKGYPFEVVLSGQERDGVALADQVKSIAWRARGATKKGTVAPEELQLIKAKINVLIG
# 3CLpro inhibitor: SARS-CoV 3CLpro protease inhibition | P0C6X7 | recombinant SARS-CoV 3CLpro, quenched FRET peptide cleavage | inhibition, % at 6 µM | hit rate 0.14% among 290,000; in the data active = inhibition above about 12%
# TcdB inh: blocks C. difficile toxin B glycohydrolase activity. inhibition, % at 9.99 µM. TcdB glycohydrolase enzymatic assay, plate reader. hit rate 0.24% among 350,000. P18177; in the data active = inhibition above about 10%
# Rv3671c protease: inhibits the M. tuberculosis serine protease Rv3671c. P9WHR9. inhibition, % at 5.96 µM. hit rate 0.048% among 320,000. AID 2606; in the data active = inhibition above about 38%;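 also: extracellular domain of Rv3671c used as enzyme; 0% = enzyme with DMSO and 100% = no enzyme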
# Target sequence (P9WHR9 whole entry, looked up, the tested form may be a part): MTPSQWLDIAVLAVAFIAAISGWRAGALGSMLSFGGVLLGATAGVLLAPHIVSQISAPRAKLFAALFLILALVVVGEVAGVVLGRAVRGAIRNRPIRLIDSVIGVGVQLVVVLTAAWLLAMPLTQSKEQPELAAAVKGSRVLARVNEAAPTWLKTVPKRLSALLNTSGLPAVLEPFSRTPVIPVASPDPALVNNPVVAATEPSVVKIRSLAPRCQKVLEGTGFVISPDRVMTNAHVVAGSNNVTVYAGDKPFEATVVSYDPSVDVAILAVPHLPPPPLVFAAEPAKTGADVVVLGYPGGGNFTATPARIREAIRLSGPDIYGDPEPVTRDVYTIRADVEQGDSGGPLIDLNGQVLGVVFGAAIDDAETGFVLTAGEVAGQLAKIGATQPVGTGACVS
# * marks the source's active call; other numbers are inactive results; i = inactive; ? = inconclusive; nt = no result given; & = joins results of further samples.
no.	Structure	CCHF vOTU inh	SSB-PriA inh	BH1578 lux ind	PrPC surface inh	Y pestis TopoI	VHR inh abs	MazEF act	3CLpro inhibitor	TcdB inh	Rv3671c protease
1	C=CCn1c(-c2cccc([N+](=O)[O-])c2)n[nH]c1=S	8	7	i	-11	0	-4	3	-2	nt	-4
2	CC(NS(=O)(=O)c1ccc2[nH]c(=O)[nH]c2c1)c1ccc(F)cc1 (stereo unspecified)	3	nt	i	-3	-6	nt	-9	nt	-0.6	nt
3	Cc1ccc(-c2cc(C(=O)N3CCOCC3)c3ccccc3n2)o1	-158	1	i	-2	4	nt	-6	nt	0.5	-6
4	COc1cc(/C=N/NC(=O)CCC(=O)NCc2ccccc2)cc(OC)c1OC	-10	nt	i	5	-2	-8	3	2	-0.8	-15
5	O=C(COC(=O)c1cc(Cl)ccc1O)Nc1ccccc1C(=O)NC1CC1	17	-5	-0.5	-3	-3	nt	-1	nt	0.3	-7
6	COC(=O)C1=CN(Cc2ccccc2)C=C(C(=O)OC)C1c1ccc(OC)c(OC)c1	-11	-44	-0.5	-7	-3	30	-2	3	2.0	4
7	O=[N+]([O-])c1ccc(N2CCN(S(=O)(=O)c3ccc4ccccc4c3)CC2)cc1NCc1ccco1	8	2	i	-5	-1	-11	7	-3	nt	-11
8	Cn1c(=O)c2cc(S(=O)(=O)NCCC(=O)NC3CCCCCC3)ccc2n(C)c1=O	-8	-19	1.1	2	6	16	2	2	nt	2
9	Brc1ccc(-c2cnnc(N3CCCC3)n2)cc1	-1	-1	-1.1	-10	8	27	-4	-3	nt	4
10	CCc1ccc(/C=N/NC(=O)c2nnn(-c3nonc3N)c2C(C)C)cc1	8	nt	i	7	2	10	6	3	3.2	2
11	O=C(NCC1CCCO1)c1cc2ccccc2[nH]1 (stereo unspecified)	-4	-5	-0.6	-2	-4	41	6	1	nt	12
12	CCc1ccc(N(CC)C(=O)Cc2c(C(=O)O)n(C)c3ccccc23)cc1	-1	13	i	9	5	6	7	5	-0.2	8
13	Cc1cc[n+](CC(=O)c2cccc([N+](=O)[O-])c2)c2ccccc12	17	13	-0.2	-40	-7	23	20	-1	1.7	-1
14	CSCCC(NC(=O)c1ccccc1)C(=O)N1CC(C)OC(C)C1 (stereo unspecified)	5	16	0.5	-1	1	nt	11	nt	0.8	4
15	COc1ccccc1CNC(=O)Cn1cccc1C(=O)c1ccccc1C	13	-5	-0.4	9	18	29	17	1	-4.6	-7
16	CCOc1cc(N2CCOCC2)c(OCC)cc1NC(=O)c1ccccc1	-8	9	0.1	5	3	33	4	-3	-5.7	7
17	CCn1c(C)cc2c(c1=O)C(c1ccc3c(c1)OCO3)C(C#N)=C(N)O2 (stereo unspecified)	-7	-9	-2.4	2	8	13	-5	2	nt	-4
18	Cc1nc2ccccn2c1C(=O)N=Nc1c(O)n(CCC(C)C)c2ccccc12	3	5	-0.6	3	-8	21	28	1	nt	-2
19	CN(C)C(=S)Nc1ccc(N2CCOCC2)cc1	-13	-8	0.0	3	3	-19	-5	4	-32	5
20	Clc1ccc(Cn2ncc3c(N4CCN(c5ccccc5)CC4)ncnc32)cc1	1	nt	i	6	2	nt	nt	nt	0.3	nt
21	CCCCN(c1ccccc1)S(=O)(=O)c1ccc2c(c1)CCN2C(=O)CCC(=O)O	17	-7	-4.9	10	4	-19	-2	-3	nt	4
22	O=C(Nc1ccccn1)c1ccc(Cl)c(S(=O)(=O)N2CCc3ccccc32)c1	14	-5	-0.5	4	3	nt	3	nt	0.6	-44
23	Cc1ccc(C(=O)NCC(=O)OCC(=O)N(CC(C)C)c2c(N)n(Cc3ccccc3)c(=O)[nH]c2=O)s1	6	nt	i	-2	3	nt	6	nt	-0.4	nt
24	COc1ccc(C(N)CCc2ccc(C)o2)cc1 (stereo unspecified)	2	7	-0.1	4	-6	18	16	0	nt	-15
25	COc1cc(OC)cc(C(=O)NC(=S)Nc2ccc(N3CCCC3)cc2)c1	-1	60	-0.4	8	-9	4	-5	-2	0.7	-5
26	C=C[C@@H]1c2cc(C)ccc2N(S(=O)(=O)c2ccc(C)cc2)[C@H](c2ccc(OC(C)=O)cc2)C1(C#N)C#N	2	-5	-0.6	-1	4	nt	-7	nt	-1.0	-65
27	COc1cc(NC(=S)Nc2cccc(Cl)c2Cl)c(OC)cc1Cl	6	9	nt	5	-4	14	4	-1	-0.6	-13
28	C#CCOCCOCCOCCNc1nc(N2CCN(C(=O)[C@H](Cc3cc4ccccc4[nH]3)n3cc(C(N)CC(C)C)nn3)CC2)nc(N2CCN(C(=O)[C@H](CCC(=O)O)n3cc(C(N)[C@H](C)CC)nn3)CC2)n1 (stereo partly specified)	nt	-2	2.2	nt	1	21	8	1	nt	-12
29	CCCN(CCC)C(=O)c1ccc2c(c1)N(Cc1ccccc1)C(=O)CS2=O (stereo unspecified)	4	-6	-0.2	-6	5	-10	-2	0	0.1	6
30	O=C(Nc1ccc(Cl)cn1)C1CCCN1S(=O)(=O)c1cccc2ccccc12 (stereo unspecified)	-3	-5	-0.4	6	7	16	-7	3	nt	-7
31	CCOC(=O)c1c(S(=O)(=O)N2CCCCCC2)c(C)n(C)c1C	9	-7	-0.6	-4	-3	13	0	5	2.6	5
32	CC(C)=CCN1CCN(Cc2cc(CC(C)C)n[nH]2)CC1CCO (stereo unspecified)	2	-5	-0.5	2	-11	13	-11	-4	1.4	-2
33	CCN(CC)/C(=N/S(=O)(=O)c1ccc(C)cc1)c1ccccc1	4	nt	i	3	-1	11	0	5	nt	-8
34	CCn1cc(C2=NC(CC(C)C)CO2)c2ccccc21 (stereo unspecified)	18	-23	i	3	10	-6	-13	0	2.1	5
35	CCOC(=O)c1cc(C#N)c(N2CCN(c3ccc(OC)cc3)CC2)[nH]c1=O	7	-1	-12	0	-5	21	-7	2	0.1	-8
36	O=C(CCCOc1ccc(Cl)cc1Cl)NCCc1nnc2ccccn12	-10	1	-4.3	10	4	10	-3	5	5.5	-15
37	CCCCN(C(=O)c1ccco1)C1CCS(=O)(=O)C1 (stereo unspecified)	12	4	-0.2	-8	-8	nt	0	nt	1.1	6
38	O=C(c1ccccc1Cl)N1CCCC(c2nc3c(nnn3Cc3ccccc3)c(=O)[nH]2)C1 (stereo unspecified)	nt	-7	0.0	nt	11	32	0	-5	1.1	6
39	O=C(NNC(=O)C12CC3CC(CC(O)(C3)C1)C2)c1csc(N2CCOCC2)n1	-4	-22	-0.1	2	-7	5	8	-3	0.6	-4
40	O=C(NCCC(=O)N1CCN(c2ccccc2O)CC1)c1ccc(Cl)cc1	-8	-2	-0.4	4	14	nt	1	nt	0.5	-2
41	Cc1ccc2c(c1)-c1c(cnn1CC(=O)N(CCC#N)c1ccccc1)CO2	2	-8	-0.4	4	-3	13	6	2	1.5	8
42	Cc1nn(Cc2ccccc2Cl)c(C)c1NC(=O)c1noc(C(C)C)c1[N+](=O)[O-]	-5	5	-3.9	-9	-3	-20	-13	-6	0.7	-10
43	O=C(N/C(=C\c1ccccc1)C(=O)N1CCCCC1)c1ccco1	10	4	-4.8	1	-2	22	7	4	0.2	-5
44	O=C1c2[nH]nc(-c3ccccc3O)c2C(c2cccc(Cl)c2)N1Cc1ccco1 (stereo unspecified)	6	29	-14	5	11	-1	3	7	nt	-23
45	Cc1ccc2nc3n(c(=O)c2c1)-c1cc2ccccc2cc1C(=O)NC3Cc1ccccc1 (stereo unspecified)	9	nt	-0.6	11	?	nt	-27	nt	1.2	nt
46	COc1ccc2c(c1)c(C(=O)CN1CCN(c3ccccc3)CC1)c(C)n2C	nt	6	nt	nt	nt	-1	-4	-2	nt	-1
47	CC1CN(S(=O)(=O)c2cn(C)c(=O)n(C)c2=O)CC(C)O1 (stereo unspecified)	9	-1	-0.1	-10	-2	27	-7	-3	1.0	0
48	CCCCOC(=O)Cn1c2ccc(OC)cc2c2nc3ccccc3nc21	-8	-6&-9	-0.4	-4	2	19	215*	-3	nt	-4
49	O=c1[nH]c(SCc2n[nH]c(=S)n2-c2ccccc2)nc2ccccc12	3	6	-1.2	-4	-1	7	5	-2	nt	-4
50	CCOC(=O)c1ccccc1NC(=O)COC(=O)CCNS(=O)(=O)c1ccc(C)c(C)c1	-4	-13	-0.6	-5	11	nt	-3	nt	-1.7	-4

# The list continues.
no.	Structure	CCHF vOTU inh	SSB-PriA inh	BH1578 lux ind	PrPC surface inh	Y pestis TopoI	VHR inh abs	MazEF act	3CLpro inhibitor	TcdB inh	Rv3671c protease
51	Cc1c(C(=O)O)oc2c1C(O)CC(C)(C)C2 (stereo unspecified)	-4&8	15&-2	-2.0&1.2	0&0	9&5	-1&19	2&6	2&0	0.0	-5&6
52	CNC(=O)O/N=C(\N)Cc1csc2ccccc12	-11	nt	-2.0	-6	10	12	1	5	0.1	6
53	CCN(CC(=O)NCc1ccc(F)cc1)C(=O)c1oc2ccccc2c1C	-10	-14	0.9	7	7	-8	9	-2	-0.2	0
54	CCCCS(=O)CC(CS(=O)CCCC)OC(=O)c1ccccc1 (stereo unspecified)	12	-10	i	-1	3	21	1	7	nt	-8
55	Cc1c(C(=O)NCCCN2CCCCC2)oc2ccc3c(c12)C(O)CC1(CCCCC1)O3 (stereo unspecified)	-11	-10	-0.2	-13	-4	24	16	1	1.2	-3
56	COCCNC(=S)N1CCC2CC1c1c(Cl)cccc12 (stereo unspecified)	0	nt	i	-5	-2	nt	4	nt	0.5	nt
57	C(=N\Nc1nc2ccccc2[nH]1)/C1CCCCC1	-2	nt	-0.5	5	-1	22	2	-1	-0.8	4
58	CCn1cc(C(=O)NCCCN(CC(C)C)CC(C)C)c(=O)c2cc(S(=O)(=O)N3CCOCC3)ccc21	15	4	i	7	9	-10	4	3	1.2	1
59	O=C(c1ccccc1)c1ccc(OCCO)cc1	-4	-7	-0.9	-4	7	16	6	2	2.8	6
60	Cc1ccccc1C(=O)c1cccn1CC(=O)NCc1ccccc1Cl	21	-3	-2.4	4	22	-9	-4	5	-0.2	3
61	COc1ccc2c3n([n+]([O-])c2c1)CCN=C3c1ccc(Cl)cc1	11	-5	-1.6	-5	-4	nt	1	nt	0.3	-2
62	Cc1ccc(NC(=O)COC(=O)c2ccc(CN3CCCC3=O)cc2)cc1C	-8	-6	-0.3	-2	-4	nt	5	nt	2.2	nt
63	Cc1cc(C)c2[nH]c(=O)c(C(c3nnnn3CC3CCCO3)N3CCC(C)CC3)cc2c1 (stereo unspecified)	2	-3	i	7	23	18	-15	3	nt	-11
64	COC(=O)CCC(=O)Nc1ccc(S(=O)(=O)N2CCCCCC2)cc1	-7	8	nt	3	-14	-1	-11	3	nt	1
65	CCC(OC(=O)c1nsc(Cl)c1Cl)C(=O)NC(C)(C)CC (stereo unspecified)	-5	-1	-0.1	2	3	12	3	4	-0.4	-5
66	CCn1ncc(Br)c1C(=O)Nc1ccc(OC(F)(F)F)cc1	5	-23	i	3	-6	1	-1	4	0.2	-2
67	O=C(Cn1cnc2c(nc3n2CCCCC3)c1=O)Nc1cccc(C(F)(F)F)c1	-12	0	i	4	-3	18	7	3	0.5	3
68	Cc1c(NC(=S)NC(=O)COc2ccccc2)c(=O)n(-c2ccccc2)n1C	3	0	-0.7	3	1	2	1	-3	0.1	-10
69	CCOc1ccccc1N=C1NC(=O)CS1	4	-9	i	1	-2	6	3	-3	nt	-4
70	COCCNC(=O)c1ccc(N(C)S(=O)(=O)c2ccc(OC)c(OC)c2)cc1	3	-1	0.6	5	2	26	6	-1	nt	-5
71	CC1CCCCN1Cc1ccc(N)cc1 (stereo unspecified)	0	-8	i	-6	-1	0	3	2	nt	2

# Three compounds already listed, arranged by heavy-atom count, rising:
no.	Structure	CCHF vOTU inh	SSB-PriA inh	BH1578 lux ind	PrPC surface inh	Y pestis TopoI	VHR inh abs	MazEF act	3CLpro inhibitor	TcdB inh	Rv3671c protease
65	CCC(OC(=O)c1nsc(Cl)c1Cl)C(=O)NC(C)(C)CC (stereo unspecified)	-5	-1	-0.1	2	3	12	3	4	-0.4	-5
70	COCCNC(=O)c1ccc(N(C)S(=O)(=O)c2ccc(OC)c(OC)c2)cc1	3	-1	0.6	5	2	26	6	-1	nt	-5
67	O=C(Cn1cnc2c(nc3n2CCCCC3)c1=O)Nc1cccc(C(F)(F)F)c1	-12	0	i	4	-3	18	7	3	0.5	3

# Some of the compounds tested; rates above refer to the full screens.
